# Source: PubChem (National Center for Advancing Translational Sciences (NCATS))
# Pin1 inhibitor = qHTS Assay to Find Inhibitors of Pin1; Pin1 FP peptide displacement, HiFluor488, 10 min; Potency, µM (highest dose often 115 µM), for the others: at the highest dose activity, negative = inhibition, most hits filed as inhibitors; actives 0.009% (n = 390,000); active = well fitted inhibition curve with a large enough effect in the polarisation, with a control signal flat, not every such curve was filed as active; inconclusive = small, poorly fitted or top-dose-only effect, or effect the other way, or a change in a side signal; inactive = no such curve, though single readings can be large or run the other way; the % refers to the polarisation; note: % is set by controls: 0 for no effect and ±100 for the full control effect
# Target sequence (Q13526 whole entry, looked up): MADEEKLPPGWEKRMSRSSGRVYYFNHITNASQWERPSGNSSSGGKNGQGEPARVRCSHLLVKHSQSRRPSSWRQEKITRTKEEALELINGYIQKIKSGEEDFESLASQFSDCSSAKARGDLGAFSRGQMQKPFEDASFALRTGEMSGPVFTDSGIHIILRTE
# ALOX12 inh = Primary qHTS assay for inhibitors of human arachidonate 12S-lipoxygenase (ALOX12): Round 2; Polyunsaturated fatty acid lipoxygenase ALOX12 (Homo sapiens), P18054; purified 12hLO, xylenol orange hydroperoxide absorbance; Potency, µM (series often up to 108 µM), inactives show at the top dose activity change, negative = inhibition, usual class: inhibitors; actives 1.1% (n = 580,000); AID 1671190, 2021; note: % is set by controls: 0 for no effect and ±100 for the full control effect
#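 Hydroperoxide product was detected by ferrous iron/xylenol orange as the 573 to 405 nm absorbance ratio. Arachidonic acid at 40 uM (final) was turned over for 30 min at room temperature by 150 nM human 12hLO, pH 7.0 Hepes buffer, after 15 min compound preincubation.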
# Tb PGK inh = qHTS Assay to Find Inhibitors of Phosphoglycerate Kinase. Potency, µM (top dose mostly 57.5 µM), inactives show at the top dose activity change, negative = inhibition, hits mostly inhibitors. Phosphoglycerate kinase, glycosomal (Trypanosoma brucei brucei), P07378. actives 0.043% (n = 380,000). PGK/GAPDH coupled, Kinase-Glo luminescence, 60 min. AID 602233, 2012; note: % is set by controls: 0 for no effect and ±100 for the full control effect; nearly all actives have a fitted effect of over 60% in size
# Target sequence (P07378 whole entry, looked up): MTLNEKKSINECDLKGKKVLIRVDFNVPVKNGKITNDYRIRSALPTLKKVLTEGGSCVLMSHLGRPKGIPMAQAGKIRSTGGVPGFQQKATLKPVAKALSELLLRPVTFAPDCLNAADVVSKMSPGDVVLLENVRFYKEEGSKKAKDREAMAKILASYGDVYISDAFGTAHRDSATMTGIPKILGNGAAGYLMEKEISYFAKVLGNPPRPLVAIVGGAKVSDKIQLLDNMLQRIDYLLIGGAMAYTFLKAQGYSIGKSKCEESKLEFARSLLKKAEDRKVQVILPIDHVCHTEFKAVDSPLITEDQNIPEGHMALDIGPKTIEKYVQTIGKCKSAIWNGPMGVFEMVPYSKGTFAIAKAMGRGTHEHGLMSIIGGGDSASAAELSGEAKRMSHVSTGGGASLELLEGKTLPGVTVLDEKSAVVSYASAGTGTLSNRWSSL
#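 Luminescent ATP detection (Kinase-Glo Plus) follows a 60-minute room-temperature incubation, with wells lacking PGK as controls. Buffer: 100 mM TEA (pH 7.6), 5 mM MgCl2, 0.01% Tween-20. Coupling enzyme GAPDH (100 nM final) supplies unstable 1,3-BPG in-well.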
# HP1b chromo inh = HTS for Inhibitors of HP1-beta Chromodomain Interactions with Methylated Histone Tails | actives 0.56% (n = 390,000) | Potency, µM (doses to about 114 µM), without a hit: at the highest dose activity change, negative = inhibition, usual class: inhibitors | Chromobox protein homolog 1 (Homo sapiens), P83916 | AlphaScreen HP1-beta / biotin-H3K9me3 peptide binding; note: nearly all actives have a fitted effect of over 70% in size; inactives centre near 23
# Target sequence (P83916 whole entry, looked up): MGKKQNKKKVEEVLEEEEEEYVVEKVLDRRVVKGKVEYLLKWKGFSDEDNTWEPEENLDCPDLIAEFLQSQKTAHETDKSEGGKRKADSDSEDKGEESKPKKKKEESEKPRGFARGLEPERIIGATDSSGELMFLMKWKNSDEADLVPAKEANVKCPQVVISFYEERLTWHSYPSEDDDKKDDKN
#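 AlphaScreen: HP1-beta (50 nM) preformed 30 min with biotin-H3(1-18)K9me3 peptide (50 nM) in PBS pH 7.4, 0.01% Tween-20. Compound added for 30 min at RT, then streptavidin donor/nickel chelate acceptor beads (10 ug/mL) for 30 min.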
# TrxR1 inh = qHTS Assay for Inhibitors of Mammalian Selenoprotein Thioredoxin Reductase 1 (TrxR1): qHTS | Potency, µM (doses to about 114 µM), for inactives: at the highest dose activity change, negative = inhibition, hits mostly inhibitors | actives 1% (n = 390,000) | recombinant rTrxR1, NADPH fluorescence consumption, selenite substrate | Thioredoxin reductase 1, cytoplasmic (Rattus norvegicus), O89049 | AID 588453, 2011; note: % is set by controls: 0 for no effect and ±100 for the full control effect; nearly all actives have a fitted effect of over 65% in size
#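 Rat TrxR1 (90 nM in the dispensed reagent) was pre-reduced with 400 uM NADPH for 5 min at room temperature, then incubated with compound for 15 min. After 400 uM selenite was added, NADPH fluorescence (Ex 340/Em 450 nm) was followed for 8 min.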
# RGS4 inh = Inhibitors of Regulator of G Protein Signaling (RGS) 4: qHTS | Transcreener GDP fluorescence polarization, RGS4-accelerated GTP hydrolysis | Potency, µM (top dose mostly 114 µM), without a hit: top-dose activity change, negative = inhibition, most hits filed as inhibitors | actives 0.039% (n = 390,000); note: % is set by controls: 0 for no effect and ±100 for the full control effect; nearly all actives have a fitted effect of over 75% in size; some results filed as inactive show a strong effect at the top dose
# Target sequence (P49798 whole entry, looked up): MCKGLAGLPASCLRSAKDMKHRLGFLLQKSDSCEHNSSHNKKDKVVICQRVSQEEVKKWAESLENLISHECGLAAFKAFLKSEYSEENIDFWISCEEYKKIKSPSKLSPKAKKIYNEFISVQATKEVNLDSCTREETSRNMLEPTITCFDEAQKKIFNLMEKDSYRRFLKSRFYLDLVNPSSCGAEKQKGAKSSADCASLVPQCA
#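 MLSMR compounds (23 nl, pin-transferred) preincubated 10 min at room temperature with a 500nM (2x) first reagent, then RGS4 at 900nM (2x) plus Transcreener GDP mix added; fluorescence polarization (620/688 nm) read before and after 90 min at 30 °C.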
# GLS inhibitor = qHTS for Inhibitors of Glutaminase (GLS). GLS enzymatic activity, qHTS titration. Potency, µM (titrated, usually from 45.5 µM), without a hit: top-dose activity change, negative = inhibition, usual class: inhibitors. AID 624170, 2012. actives 0.21% (n = 410,000); note: % is set by controls: 0 for no effect and ±100 for the full control effect
#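 Human kidney-isoform GLS in 45 mM KH2PO4 pH 8.2, 0.02% Tween-20, with compound, started with 1mM L-Glutamine (added stock). Glutamate oxidase/HRP/Amplex red coupled fluorescence read at start and after 30 min at RT.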
# ERG Ets-DNA blk = qHTS for Small Molecule Inhibitors of the ERG Ets/DNA interaction; fluorescence polarization, His-ERG Ets domain / labelled DNA; AID 624246, 2012; Potency, µM (highest dose often 76.9 µM), without a hit: top-dose FP activity, negative = inhibition, actives largely listed as inhibitors; actives 0.028% (n = 370,000); active = well fitted inhibition curve with a large enough effect in the polarisation, with a control signal flat; inconclusive = small, poorly fitted or top-dose-only effect, or effect the other way, or a change in a side signal; inactive = no such curve, though single readings can be large or run the other way; the % refers to the polarisation;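 note: polarization taken with two DNA probes labelled with fluorescein and Texas red; % of control where 0% means no effect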
#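 His-tagged ERG Ets domain (1 uM in the protein solution; 300mM KCl, 50mM Tris-HCl, 1mM EDTA, 1mM DTT, pH 7.5) received compound, then a probe mix of 5 nM fluorescein-DNA and 100nM Texas-615-DNA. Fluorescence polarization was read for both dyes.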
# JMJD2A Tudor inh = qHTS Assay for Inhibitors of JMJD2A-Tudor Domain; Potency, µM (highest dose often 114 µM), for the others: at the top dose activity change, negative = inhibition, most hits filed as inhibitors; AlphaScreen JMJD2A-Tudor / H3K4me3 peptide binding; actives 4.4% (n = 390,000); Lysine-specific demethylase 4A (Homo sapiens), O75164; note: % is set by controls: 0 for no effect and ±100 for the full control effect; nearly all actives have a fitted effect of over 50% in size
# * hit, by the source's call; i = inactive; ? = inconclusive; . = no result given; [ ] = dose if it differs, or a comment. Unless noted, calls come from the whole dose curve; as a rule, active = well fitted curve in the direction sought with a large enough effect; inconclusive = small, poorly fitted or top-dose-only effect, or another doubt; inactive = no such curve, though single readings can be large; an effect the other way counts as inactive or inconclusive. Potency is the fitted concentration of half-maximal effect. Some of the compounds tested; the hit share may differ from the screen's.
# Below each compound: Pin1 inhibitor | ALOX12 inh | Tb PGK inh | HP1b chromo inh | TrxR1 inh | RGS4 inh | GLS inhibitor | ERG Ets-DNA blk | JMJD2A Tudor inh
> O=C(O)Cc1ccc(NC(=O)c2ccc(NC(=O)c3ccco3)cc2)cc1
  4% | -10% | -18% | 26% | ? | -3% | 0% | 4% | -29%
> c1ccc(-n2nnnc2-c2cccnc2)cc1
  0% | 22% | i | 48% | 27% | -18% | 4% | 1% | -2%
> CCN1CCN(c2ccc(S(=O)(=O)N3CCCCC3)cc2NC(=O)c2ccccc2)CC1
  2% | ? | 5% | 21% | -2% | 1% | 5% | -4% | -15%
> COC(=O)N1N=C(c2ccc(Br)cc2)CC1(O)C(F)(F)F (centres undefined)
  -7% | -2% | -6% | 6% | -9% | 12% | 10% | -15% | 10%[57.1 µM]
> CCn1c(C)nc2cc(S(N)(=O)=O)ccc21
  -3% | 1% | -6% | -3% | 20%[57.1 µM] | ? | -9% | -4% | 14µM*
> O=S(=O)(c1ccccc1F)N(Cc1ccco1)Cc1nnc(-c2ccccc2Br)o1
  30% | 12% | 4% | 20% | -25% | -37% | 6% | -3% | -16%
> CC(C)Oc1ccc(S(=O)(=O)N2CCCCC2)cc1NC(=O)C1CCC1
  -7% | 2% | -2% | 0% | -9% | -22% | 0% | 11% | -14%
> C=CCNC(=O)CSc1nc2sc3c(c2c(=O)n1CCCOC)CCC3
  6% | 14% | -4% | 45%[activator] | 8% | 10% | 4% | 14% | -14%
> COc1ccc(NC(=O)CN2C(=O)NC3(CCCCCCC3)C2=O)cc1
  -1% | 1% | 7% | 34% | 22%[57.1 µM] | 21% | 1% | -1% | -7%
> O=CN1CCN(C(=O)c2ccc([N+](=O)[O-])cc2)CC1
  6% | 2% | 5% | 24% | -4%[57.1 µM] | -1% | 0% | 9% | 3%
> O=c1[nH]c2ccsc2c(=O)n1-c1ccc(F)cc1
  -16% | 0% | 0% | 3% | 18% | 9% | 8% | -8% | -10%
> CCCc1cc(C(=O)N2CCCN(C)CC2)cs1
  -4% | ? | 4% | 40%[activator] | 22% | 5% | 11% | 1% | -17%
> Cc1ccc(C)c(S(=O)(=O)NCc2cccnc2)c1
  -6% | 9% | -2% | 35% | 8% | 28% | 9% | -3% | 1%
> CC1CCc2c(sc(NC(=O)Cn3nnc(-c4ccc(C(F)(F)F)cc4)n3)c2C#N)C1 (centres undefined)
  3% | -6% | . | 4% | 9% | 4% | 3% | 3% | ?
> COc1ccc(Cn2c(C(=O)O)c(CNCCc3ccco3)c3ccc(C)cc32)cc1
  -5% | ? | -8% | 22% | 23% | -8% | 0% | 2% | -25%
> COCCCN=Cc1c(C)[nH]n(-c2ccc(Br)c(C)c2)c1=O
  -2% | -16% | -2% | 23% | -6% | 1% | -1% | 1% | -4%
> Cc1ccc(-n2nnnc2Sc2nc([N+](=O)[O-])nn2C)cc1C
  -8% | 42% | 0% | 37% | -5%[57.1 µM] | -41% | -2% | 5% | -2%
> Cc1ccc(NC(=O)CN2C(=O)COc3ccc(S(=O)(=O)N4CCCCCC4)cc32)c(C)c1
  3% | -25% | i | 39% | 16% | 20% | -9% | 1% | -3%
> C/C(=N\NC(=O)c1ccn(C)n1)c1ccco1
  5% | 21% | -8% | 20% | 7% | 1% | -7% | -2% | -2%
> COc1ccc(-c2nc(CS(=O)(=O)CC(=O)NCCCN3CCN(C)CC3)c(C)o2)cc1
  -5% | ? | -1% | 51%[activator] | 11% | 12%[11.4 µM] | 1% | -7% | -5%
> CCn1c(SCC(=O)N2CCC(C)CC2)nc2c1c(=O)n(C)c(=O)n2C
  -1% | 0% | 1% | 37%[activator] | 1%[57.1 µM] | 3% | -3% | -7% | -9%
> CCOc1cc2c(cc1OCC)C(C(=O)O)C(c1cc(Br)c(O)c(OC)c1)N(C)C2=O (centres undefined)
  2% | 0% | -2% | 32% | -21% | ? | 14% | 4% | 1%
> O=C(O)CCCN1C(=O)C(=O)/C(=C(/O)c2ccc(Cl)cc2)C1c1ccccc1 (centres undefined)
  -13% | -17% | -2% | 30% | 8% | -16%[56.9 µM] | 6% | -4% | ?
> Fc1cc(Br)ccc1NC(=S)Nc1ccccc1
  -7% | ? | i | 16% | ? | -19% | -5% | 3% | 3%
> O=C(COC(=O)c1ccc(F)c(S(=O)(=O)N2CCOCC2)c1)c1ccc(Br)cc1
  23% | -3% | 0% | 39% | 1% | 6% | -5% | 8% | -6%
> Cc1cccc(C(OC(=O)c2ccco2)C(=O)NCc2ccccc2)n1 (centres undefined)
  -12% | -13% | . | 25% | 11%[57.1 µM] | -4% | 2% | . | -12%
> Clc1ccc(Cc2ccccn2)cc1
  0% | 32% | -8% | 49%[activator] | -2% | 4% | 2% | -10% | 3%
> NC(=O)CCNC(=O)c1ccc(Cl)cc1
  1% | 0% | 0% | 11% | 3% | 60%[activator] | 2% | -1% | -3%
> COCCNc1c(-c2ccc(OC)cc2)nc2ccc(Cl)cn12
  -4% | -11% | 7% | 61%[activator] | 0%[57.1 µM] | -28% | ? | 0% | -7%
> O=C(NCC(=O)N1CCN(c2ccccc2O)CC1)C1CCCCC1
  -1% | -25% | 1% | 7% | 3% | 20% | 5.6µM* | -5% | -10%
> Cc1cc(-c2nc3c4c5c(sc4[nH]c(=O)n3n2)CCC5)c(C)o1
  ? | . | -23% | ? | -20% | ? | 152%[activator] | -8% | ?
> COC(=O)c1c(C)cc(O)c(C=O)c1O
  -4% | 8% | -6% | 14% | -4% | -6% | -4% | -9% | -19%
> O=C(CC1SC(N2CCCCC2)=NC1=O)Nc1ccc(C(=O)NCCc2ccc(F)cc2)cc1 (centres undefined)
  -5% | 0% | -2% | 15% | -13% | 7% | 6% | -5% | -14%
> CCOc1ccc(N=C(C)C2=C(O)c3ccccc3C2=O)cc1
  ? | 0% | 2% | 11% | ? | 15% | 5% | 1% | -15%
> COc1cc(/C=N/NC(=O)C(N)=O)cc(OC)c1O
  -6% | 0% | 7% | 29% | 1%[57.1 µM] | 24% | -23% | -5% | -12%
> O=C(NCCC1=CCCCC1)C1CCCN(S(=O)(=O)c2ccccc2)C1 (centres undefined)
  4% | 13% | 8% | 6% | -8% | 16% | 0% | -7% | -9%
> CC1(C)CC(=O)c2c(oc3ccc(NS(=O)(=O)c4cccc5cccnc45)cc23)C1
  23% | 13% | -10% | 10% | 6%[57.1 µM] | -8% | 1% | -5% | -22%
> CC(C)(C)c1ccc(SCCc2ccncc2)cc1
  0% | 5% | i | 104%[activator] | 9%[57.1 µM] | -4% | -1% | 12% | 46%[activator]
> O=C(CN1C(=O)C2C3C=CC(C3)C2C1=O)NCC1COc2ccccc2O1 (centres undefined)
  4% | 0% | 0% | -11% | -3% | 10%[11.4 µM] | -13% | 1% | -17%[11.4 µM]
> CCOC(=O)C1=C(COC(=O)c2cccc(Cl)c2)NC(=O)NC1C (centres undefined)
  2% | i | -6% | 21% | 22% | -12% | 6% | 3% | -16%
> O=C(NCc1cccnc1)c1ccccc1NS(=O)(=O)c1ccc(F)cc1
  -2% | -33% | i | 19% | -8% | 30% | 5% | 8% | -9%
> CC(=O)c1cccc(Nc2nc(N3CCOCC3)nc(N3CCOCC3)n2)c1
  4% | -24% | 10% | 0% | -6% | -10% | -9% | -4% | -10%
> Cn1c2ccccc2c2c(C(=O)N3CCN(c4ccc(F)cc4)CC3)cn(C3CCCC3)c(=O)c21
  9% | ? | -1% | -23% | 22%[57.1 µM] | 1% | 2% | 5% | ?
> Cc1ccc(NC(=S)N(Cc2ccccc2)C(C)C)cc1
  1% | ? | -23% | 32% | 8%[57.1 µM] | -18% | 2% | 3% | 5%
> CC(=O)N1CCN(CC(=O)Nc2ccc(C)c(F)c2)CC1
  -3% | ? | 0% | ? | 4% | 14% | 1% | 1% | 18µM*
> CCOC(=O)c1c(N2C(=O)Nc3ccccc3N2O)n[nH]c1-c1cccc(OC)c1
  1% | -10% | -5% | 33% | 9% | 14% | -1% | 14% | -14%
> CCn1c(-c2ccoc2C)n[nH]c1=S
  0% | ? | -5% | 27% | -27%[57.1 µM] | -25% | 1% | -8% | 10µM*
> COc1ccccc1CNC(=O)CN1C(=O)CSc2ccc(S(=O)(=O)N3CCCCC3)cc21
  7% | -10% | -11% | 14% | 15%[57.1 µM] | 13% | -12% | 0% | -25%
> COc1cc(CN2CCCC(CO)(Cc3ccccc3F)C2)ccc1O (centres undefined)
  3% | 0% | 0% | 28% | -12% | -18% | 7% | -5% | -18%
> O=C(O)c1ccc(-c2nc(-c3ccc(Cl)cc3Cl)cs2)cc1
  0% | ? | -1% | 15% | 5% | 5% | 10% | 6% | -17%

# Single values from above.
# `COc1ccc(-c2nc(CS(=O)(=O)CC(=O)NCCCN3CCN(C)CC3)c(C)o2)cc1` in ERG Ets-DNA blk reads -7%
# `NC(=O)CCNC(=O)c1ccc(Cl)cc1` in TrxR1 inh reads 3%
